H1N1 NS1A inhibition = H1N1 influenza NS1A inhibitors, functional cell based assay (AID 504329). NS1A functional cell-based assay, percent inhibition; higher % means a stronger effect. inhibition, % at 12.5 µM; hits with a dose series show IC50 in µM. hit rate 0.3% among 340,000; in the data active = a potency from the dose series; inconclusive = inhibition above about 27% without an active follow-up result; note: strong numbers were not always called active
tuberculosis growth = growth inhibition of non-replicating M. tuberculosis (AID 488890) | Mycobacterium tuberculosis non-replicating, growth inhibition; higher % means a stronger effect | inhibition, % at 25 µM, or IC50 in µM where a hit was titrated | hit rate 0.39% among 320,000; in the data active = a potency from the dose series; inconclusive = inhibition mostly from about 82% at the one dose, without a potency; inactive = the rest, 99 in 100 with inhibition below about 76%;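 note: plate controls were DMSO cells for no effect and high antibiotic wells for full effect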
VEEV TC-83 Vero = inhibitors of VEEV TC-83 cytopathic effect, confirmation, Vero cells (AID 588727); inhibition, % at 20 µM; hits with a dose series show IC50 in µM; hit rate 0.13% among 350,000; Vero cells, VEEV TC-83 cytopathic effect inhibition; higher % means a stronger effect; in the data active = a potency from the dose series; inconclusive = inhibition mostly from about 14% at the one dose, without a potency; inactive = the rest, 99 in 100 with inhibition below about 12%; note: strong numbers were not always called active
PhoP GFP inhibition = Inhibition of PhoP regulon, Salmonella typhi GFP reporter cells, confirmation, 4 h (AID 1850) | Salmonella Typhi PhoP-promoter GFP reporter, fluorescence, 4 h; higher % means a stronger effect | hit rate 0.33% among 310,000 | inhibition, % at 50 µM; hits with a dose series show IC50 in µM; in the data active = a potency from the dose series; inconclusive = inhibition mostly from about 25% at the one dose, without a potency; inactive = the rest, 99 in 100 with inhibition below about 19%;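 note: 0% = induced wells with vehicle and 100% = uninduced wells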
H37Rv inhibition = M. tuberculosis growth inhibition, HTS (AID 449762) | one-dose inhibition, % at 25 µM; IC50 in µM for titrated hits | M. tuberculosis H37Rv growth inhibition, 7H9 media; higher % means a stronger effect | hit rate 0.59% among 330,000; in the data active = a potency from the dose series; inconclusive = inhibition above about 70% without an active follow-up result;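 note: bacterial growth assessed after seven days of incubation; strong numbers were not always called active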
VEEV TC-83 Vero 10K pilot screen = further read-out of VEEV TC-83 Vero, marked with its call; inhibition, %; measured here: 10K pilot screen inhibition
* marks the source's active call; other numbers are inactive results; i = inactive; ? = inconclusive; / = not tested or not shown.

Sample of the layout, 5 compounds:
SMILES	H1N1 NS1A inhibition	tuberculosis growth	VEEV TC-83 Vero	PhoP GFP inhibition	H37Rv inhibition	others
CC(=O)C1C(c2cccc([N+](=O)[O-])c2)C2C(C)=NN=C2CC1(C)O (stereo unspecified)	7.1%	-9.9%	2.2%	-5.3%	2.4%	VEEV TC-83 Vero 10K pilot screen=1.1
CCC(=O)c1ccc(N2CCN(C(=O)COc3ccccc3F)CC2)c(F)c1	-24.1%	22.3%	3.1%	7.2%	58.5%
CCCSc1nc(N2CCOCC2)c2c(c1C#N)CCCC2	5.7%	32.7%	6.5%	1.0%	19.0%
COc1ccc(CCNC(=O)Nc2ccc3c(c2)OCO3)cc1OC	-2.3%	-0.8%	1.2%	-22.1%	-1.7%
Cn1ccsc1=NC(=O)c1ccc(Cl)c([N+](=O)[O-])c1	-4.6%	-7.9%	0.8%	8.1%	-6.2%

The whole of this part, repeating the preview:
SMILES	H1N1 NS1A inhibition	tuberculosis growth	VEEV TC-83 Vero	PhoP GFP inhibition	H37Rv inhibition	others
CC(=O)C1C(c2cccc([N+](=O)[O-])c2)C2C(C)=NN=C2CC1(C)O (stereo unspecified)	7.1%	-9.9%	2.2%	-5.3%	2.4%	VEEV TC-83 Vero 10K pilot screen=1.1
CCC(=O)c1ccc(N2CCN(C(=O)COc3ccccc3F)CC2)c(F)c1	-24.1%	22.3%	3.1%	7.2%	58.5%
CCCSc1nc(N2CCOCC2)c2c(c1C#N)CCCC2	5.7%	32.7%	6.5%	1.0%	19.0%
COc1ccc(CCNC(=O)Nc2ccc3c(c2)OCO3)cc1OC	-2.3%	-0.8%	1.2%	-22.1%	-1.7%
Cn1ccsc1=NC(=O)c1ccc(Cl)c([N+](=O)[O-])c1	-4.6%	-7.9%	0.8%	8.1%	-6.2%
CCOc1cc(NC(=O)C2CC2)c(OCC)cc1NC(=O)c1cccc(F)c1	13.2%	10.3%	i	-5.8%	-5.6%
CC(C)[C@H](NC(=O)C1CCN(S(=O)(=O)c2ccc(F)cc2)CC1)C(=O)NCc1ccco1	-4.7%	8.7%	0.6%	5.8%	-0.7%
CCCCn1c(NS(=O)(=O)c2ccc(C)cc2)c(S(=O)(=O)c2ccccc2)c2nc3ccccc3nc21	1.6%	33.8%	1.7%	7.98µM*	-13.1%
NS(=O)(=O)c1cccc(NC(=O)CSc2nc3ccccc3c(=O)n2Cc2ccco2)c1	3.7%	6.6%	2.1%	/	-10.9%
CCN1CCCC1CNC(=O)c1ccc2c(c1)N(Cc1ccccc1F)C(=O)c1ccccc1S2(=O)=O (stereo unspecified)	5.4%	15.5%	i	-19.3%	2.0%
COc1ccc(C(O)C(CN2CCOCC2)c2ccccc2)cc1 (stereo unspecified)	-0.2%	-13.2%	3.4%	1.5%	-19.7%
C=CCN(Cc1cccc(OC)c1OC)C(=O)Oc1ccccc1	-12.2%	-4.3%	8.1%	/	2.9%
CC(NC(=O)C1CCN(S(=O)(=O)c2ccc3nc4c(c(C(=O)O)c3c2)CCCC4)CC1)c1ccccc1 (stereo unspecified)	7.3%	-6.2%	1.2%	-6.2%	-4.8%
O=C(NCc1ccccc1F)c1ccc2c(c1)OCCO2	1.6%	28.3%	2.6%	-5.9%	8.1%
Cc1ccc(-c2nc3cc(C)ccc3o2)cc1	-0.9%	-3.9%	0.4%	2.1%	-0.9%
C#CCOCCOCCOCCNc1nc(N2CCN(C(=O)Cn3cc(CC(C)O)nn3)CC2)nc(N2CCN(C(=O)Cn3cc(CC(C)O)nn3)CC2)n1 (stereo unspecified)	6.6%	2.0%	0.3%	-0.8%	4.3%
O=C(COc1ccc(S(=O)(=O)N2CCCCC2)cc1)NCc1ccncc1	-0.7%	-6.6%	0.2%	-4.9%	-4.0%
CCCCn1c(N)c(N(CCOC)C(=O)c2cc(Cl)nc3ccccc23)c(=O)[nH]c1=O	2.0%	-10.4%	4.0%	-3.2%	-4.8%
Cc1nn(Cc2ccc(Cl)cc2)c(C)c1NC(=O)CSc1n[nH]c(C)c1[N+](=O)[O-]	-6.9%	-5.6%	1.1%	-11.9%	-8.9%
O=C(CN1C(=O)C2(OCCO2)c2ccccc21)c1ccc(Cl)cc1	-12.0%	17.4%	4.1%	-1.6%	0.2%
O=C(O)c1ccc(N/N=C/c2cc3c(cc2[N+](=O)[O-])OCO3)cc1	5.3%	9.1%	1.5%	-2.4%	18.6%
O=C(Nc1ccccc1)/C(=C/c1ccc([N+](=O)[O-])cc1)NC(=O)c1ccccc1	-5.8%	-4.9%	1.0%	-2.1%	-1.3%
CCc1nn(CC(=O)NCc2ccccc2Cl)c(=O)c2cccn12	-3.1%	17.1%	i	-5.8%	-4.4%
Oc1ccc(Br)cc1/C=N/Nc1nc(N2CCCCC2)nc(N2CCOCC2)n1	/	1.6%	/	3.5%	92.3%
CC12C=CC(=O)C=C1CCC1C2C(=O)CC2(C)C1CCC2(O)C(=O)CO (stereo unspecified)	3.3%	/	0.4%	/	/
CCN(c1ccccc1)S(=O)(=O)c1ccc(C(=O)NCC2(N(C)C)CCCCC2)cc1	7.0%	18.2%	i	/	-2.1%
Cc1cc2c(c(=O)n1CCCn1ccnc1)C(c1ccco1)C(C#N)=C(N)O2 (stereo unspecified)	-3.8%	-7.3%	4.0%	8.7%	-1.6%
CCn1c(=O)n(CC)c2cc([N+](=O)[O-])c(N3CCNCC3)cc21	11.0%	-6.3%	i	8.7%	0.7%
CCCCCN(C(=O)NC(=O)NC(C)CC)S(C)(=O)=O (stereo unspecified)	-4.5%	0.0%	i	6.0%	-5.8%
Cc1ccc2c(c1)C1CN(C)CCC1N2C(=O)c1ccc(Cl)c(S(=O)(=O)N2CCOCC2)c1 (stereo unspecified)	-2.5%	13.3%	0.2%	1.0%	7.3%
Cc1nn(CCc2n[nH]c(=S)n2-c2cccc(Cl)c2)c(C)c1[N+](=O)[O-]	2.5%	-3.0%	2.0%	0.9%	-5.3%
CCC(=O)Nc1ccc2c(c1)nc(CCNC(=O)c1ccco1)n2C	-8.0%	-12.0%	1.1%	11.2%	2.9%
Cc1cccc(N(C)S(=O)(=O)c2cccc3nsnc23)c1	1.6%	19.2%	5.2%	-3.0%	-1.8%
CC(=O)c1c(C)[nH]c(C(=O)OCc2ccc(Br)cc2)c1C	-0.3%	52.0%	5.6%	-12.2%	-4.2%
COCCN1CN(S(=O)(=O)c2ccccc2)c2nc3ccccc3nc21	4.3%	0.6%	6.7%	-26.0%	-0.8%
O=C(CC12CC3CC(CC(C3)C1)C2)NCc1ccccc1	-9.6%	61.8%	i	-15.8%	8.3%
S=c1[nH]ccn1-c1ccccc1Cl	0.6%	-17.7%	i	-3.2%	-10.7%
Cc1sc(NC(=O)c2ccco2)c(C(=O)c2ccc(Cl)cc2)c1C	9.7%	-0.2%	6.1%	-8.7%	-1.5%
Fc1ccccc1OCCCN1CCOCC1	1.4%	10.7%	i	-0.8%	-1.2%
CCOC(=O)c1c(NC(=O)C2C3C=CC(C3)C2C(=O)O)sc2c1CC(C)(C)OC2 (stereo unspecified)	3.7%	3.6%	6.4%	6.2%	11.1%
Cc1ncoc1C(=O)NC1CCCc2c1cnn2-c1ccc(C(C)(C)C)cc1 (stereo unspecified)	-6.7%	/	3.6%	/	/
Cc1ccc(N(Cc2ccccc2)C(=O)c2ccc(S(=O)(=O)N3CCOCC3)cc2)cc1	-7.9%	5.0%	5.8%	0.2%	6.0%
C=CC(=O)NC(NC(=O)C=C)c1ccc(Br)cc1	-7.9%	6.8%	i	4.1%	-1.2%
COc1ccc(CSc2nnc3[nH]c(=O)cc(N)n23)cc1	-12.7%	16.9%	0.2%	-6.5%	-7.9%
COc1cccc(C2CC(c3cccs3)=NN2C(=O)c2ccco2)c1O (stereo unspecified)	10.1%	16.5%	4.7%	-1.1%	-6.3%
Cc1nc(S(=O)(=O)c2ccc(Br)cc2)nc2c1CCC2	-2.0%	10.1%	1.6%	-3.7%	5.8%
Cc1cccc(N2CCN(C(=O)Cc3ccccc3[N+](=O)[O-])CC2)c1C	-14.4%	15.1%	0.8%	1.0%	6.2%
COC(=O)c1ccc(OC(=O)c2ccc(OC)c(OC)c2)c(OC)c1	-12.3%	44.4%	11.6%	-7.9%	?
COC(=O)[C@@H]1C[C@@]2(O)[C@H](O)[C@H](O)[C@H](O)C[C@H]2N1Cc1ccc(-c2ccccc2)cc1	-4.3%	-10.5%	0.6%	-7.2%	-3.2%
c1ccc2oc(CCc3nc4ccccc4o3)nc2c1	2.0%	/	4.3%	-10.4%	-0.2%
C=CCn1c(O)c(/C(C)=N/N2CCCCC2)c(=O)[nH]c1=O	-3.7%	8.2%	1.6%	0.7%	-8.4%
Cc1ccccc1-c1cc2c(nn1)-c1ccccc1C2=O	15.6%	86.8%	2.2%	-10.6%	?
Cc1cccc(N2CC(C(=O)NCC3COc4ccccc4O3)CC2=O)c1C (stereo unspecified)	-7.2%	15.0%	1.4%	/	-8.3%
Cc1sc2nc(COC(=O)c3ccc(Cl)c(N)c3)[nH]c(=O)c2c1C	6.6%	19.4%	2.3%	1.8%	4.0%
CN1C2CCC1CC(OC(=O)c1ccc(Cl)cc1)C2 (stereo unspecified)	-0.1%	-9.3%	0.1%	0.8%	-3.9%
Cc1cccc(NC(=S)N2CCC(c3nc4ccccc4o3)CC2)c1C	-0.4%	10.5%	i	-1.9%	4.1%
CC(=O)NCCOC(=O)Nc1ccncc1	-0.4%	-6.8%	1.9%	-3.5%	-4.7%	VEEV TC-83 Vero 10K pilot screen=1.1
CCn1c(COc2ccccc2)nnc1SCC(=O)NC1CCCCC1	1.8%	-4.1%	1.4%	3.1%	-1.9%
Fc1cccc(-n2cc(-c3ccccc3)c3c(=S)nc[nH]c32)c1	-3.2%	-13.7%	6.6%	3.6%	4.6%
CCOC(=O)CN(C(=O)CNC(=O)c1cccs1)C(C(=O)NC1CCCC1)c1cccnc1 (stereo unspecified)	-0.8%	-7.8%	0.7%	3.2%	9.3%	VEEV TC-83 Vero 10K pilot screen=1.7

Reprinted at random: four records from the list
SMILES	H1N1 NS1A inhibition	tuberculosis growth	VEEV TC-83 Vero	PhoP GFP inhibition	H37Rv inhibition	others
Cc1sc2nc(COC(=O)c3ccc(Cl)c(N)c3)[nH]c(=O)c2c1C	6.6%	19.4%	2.3%	1.8%	4.0%
CC(=O)NCCOC(=O)Nc1ccncc1	-0.4%	-6.8%	1.9%	-3.5%	-4.7%	VEEV TC-83 Vero 10K pilot screen=1.1
Cc1ncoc1C(=O)NC1CCCc2c1cnn2-c1ccc(C(C)(C)C)cc1 (stereo unspecified)	-6.7%	/	3.6%	/	/
Cc1cccc(N2CC(C(=O)NCC3COc4ccccc4O3)CC2=O)c1C (stereo unspecified)	-7.2%	15.0%	1.4%	/	-8.3%

Going on with the list.
SMILES	H1N1 NS1A inhibition	tuberculosis growth	VEEV TC-83 Vero	PhoP GFP inhibition	H37Rv inhibition	others
CC(C)(C)OC(=O)C[C@@H]1C/C=C\C[C@H](CC(=O)N[C@H](CO)Cc2ccccc2)C(=O)N[C@@H](Cc2ccccc2)COC1=O	-9.0%	39.0%	7.4%	/	-1.1%
Cc1ccc2c(c1)C(=O)N(CCCCO)C2=O	-2.9%	-10.7%	0.3%	2.2%	1.5%
C[C@H](NC(=O)c1nc[nH]c1C(=O)N1CCN(c2ccccc2)CC1)c1ccccc1	-12.4%	-3.3%	1.1%	/	-7.0%
O=C1CCC(=O)N1c1cccc(OS(=O)(=O)c2ccccc2)c1	1.2%	-10.3%	i	-2.0%	-0.1%
O=C(Cn1nnc2ccccc21)NCc1ccccc1	-4.8%	-12.2%	i	-15.9%	0.8%	VEEV TC-83 Vero 10K pilot screen=0.4
Cc1cccc(N2CCCC2=Nc2ccc(Br)cc2C#N)c1	6.2%	4.5%	i	-12.6%	21.0%

High-throughput results from PubChem.
